Bioassay records: PubChem BioAssay, National Center for Advancing Translational Sciences (NCATS)
PLK1 PBD block – PLK1 (human) polo-box domain binding inhibition. P53350. Plk1 PBD binding of FITC phosphopeptide, fluorescence polarization. Potency, µM, without a hit: max response, negative = inhibition, hits mostly inhibitors. 360,000 compounds, 2.8% hits. AID 720504; further: potency means the concentration at half of the fitted maximal effect; series mostly up to about 57 µM; on the % scale 0 is the no-effect control and ±100 the full control effect; nearly all actives have a fitted effect of over 65% in size
Target sequence (P53350 whole entry, looked up, the tested form may be a part): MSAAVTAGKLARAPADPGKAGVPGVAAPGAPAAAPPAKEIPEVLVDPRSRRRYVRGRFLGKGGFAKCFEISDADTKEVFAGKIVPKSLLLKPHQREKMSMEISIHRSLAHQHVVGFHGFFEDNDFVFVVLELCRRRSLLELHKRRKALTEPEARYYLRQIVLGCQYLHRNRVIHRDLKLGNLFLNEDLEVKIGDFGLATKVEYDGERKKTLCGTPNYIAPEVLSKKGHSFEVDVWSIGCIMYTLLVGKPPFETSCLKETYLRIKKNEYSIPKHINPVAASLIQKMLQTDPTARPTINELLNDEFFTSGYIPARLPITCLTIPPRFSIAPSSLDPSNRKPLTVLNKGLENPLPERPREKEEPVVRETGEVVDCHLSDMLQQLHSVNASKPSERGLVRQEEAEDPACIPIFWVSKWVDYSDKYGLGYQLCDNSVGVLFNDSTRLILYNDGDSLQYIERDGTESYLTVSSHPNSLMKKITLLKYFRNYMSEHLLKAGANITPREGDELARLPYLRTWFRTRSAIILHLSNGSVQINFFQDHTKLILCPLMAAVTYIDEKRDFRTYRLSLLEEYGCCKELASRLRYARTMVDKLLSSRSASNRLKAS
EPAC2 antagonist – EPAC2 (human) antagonism. AID 720708. Potency, µM (doses to about 114 µM), without a hit: top-dose activity, negative = inhibition, actives largely listed as inhibitors. EPAC2 GEF exchange of Rap1B-BODIPY-GDP, fluorescence. 360,000 compounds, 0.18% hits; further: potency means the concentration at half of the fitted maximal effect; on the % scale 0 is the no-effect control and ±100 the full control effect; nearly all actives have a fitted effect of over 45% in size; many of its hits are not listed in these tables
EPAC1 antagonist – blocks human EPAC1 exchange factor; O95398; EPAC1 GEF assay, Rap1b-BODIPY-GDP exchange fluorescence; Potency, µM (titrated, usually from 115 µM), without a hit: top-dose activity change, negative = inhibition, hits mostly inhibitors; 360,000 compounds, 0.14% hits; AID 720709;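 further: potency means the concentration at half of the fitted maximal effect; plate controls were vehicle for no effect and positive control for full effect; nearly all actives have a fitted effect of over 50% in size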
WRN helicase inh – WRN helicase (human) inhibition; Q14191; WRN helicase unwinding, fluorescent forked duplex, kinetic; Potency, µM (doses to about 114 µM), for the others: top-dose activity change, negative = inhibition, most hits filed as inhibitors; 360,000 compounds, 0.46% hits; AID 651768; further: potency means the concentration at half of the fitted maximal effect; on the % scale 0 is the no-effect control and ±100 the full control effect; nearly all actives have a fitted effect of over 55% in size
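Kinetic red-fluorescence monitoring (525/598 nm) tracks WRN helicase activity after 100 nM fluorophore-quencher forked duplex and 2 mM ATP are added to 20 nM enzyme pretreated 15 min at room temperature with compound.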
PI5P4K alpha inh – blocks human PI5P4K alpha kinase activity. PI5P4Kalpha enzyme, ADP-Glo luminescence, 60 min; active compounds read low. max response, %. 330,000 compounds, 1.2% hits. AID 652105; active means max response of -50% or lower; inconclusive means between -30% and -50%; inactive means -30% or higher; further: value at the top dose of about 77 µM; on the % scale 0 is the no-effect control and ±100 the full control effect
Target sequence (P48426 whole entry, looked up): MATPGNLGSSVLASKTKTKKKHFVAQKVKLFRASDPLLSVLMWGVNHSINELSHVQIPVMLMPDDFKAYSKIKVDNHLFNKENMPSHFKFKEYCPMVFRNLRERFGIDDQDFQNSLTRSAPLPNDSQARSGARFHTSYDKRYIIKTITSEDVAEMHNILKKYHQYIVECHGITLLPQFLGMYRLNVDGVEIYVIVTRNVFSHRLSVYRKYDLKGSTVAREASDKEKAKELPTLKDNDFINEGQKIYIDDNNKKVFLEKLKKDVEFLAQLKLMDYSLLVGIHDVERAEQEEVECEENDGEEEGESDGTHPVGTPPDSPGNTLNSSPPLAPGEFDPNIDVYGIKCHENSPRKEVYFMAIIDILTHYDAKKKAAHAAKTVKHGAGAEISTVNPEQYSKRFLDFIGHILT
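PI5P4Kalpha ADP-Glo assay; 5 microM ATP final; 60 min RT reaction; HEPES pH 7.4/EGTA/CHAPS, 5% DMSO; controls lacking substrate or enzyme; luminescent end-point.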
CCT modulator – modulators of cytosolic chaperonin (CCT/TRiC) activity; purified chaperonin ATPase assay, HTRF ADP detection, 30 min; activity change, % (test concentration not listed), hits read low; 360,000 compounds, 0.3% hits; AID 651819; in the data active means activity change below about -30%; further: on the % scale 0 is the no-effect control and ±100 the full control effect
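ATPase activity: ADP formed was measured by HTRF Transcreener (665/615 nm ratio) after 30 min at 37 deg C with 10 uM ATP. Compounds screened at one 76 uM concentration against 40 or 20 nM TRiC in Tris pH 7.4/KCl/MgCl2/DTT buffer.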
EPAC1 ag – EPAC1 (human) agonism; O95398; EPAC1 agonist qHTS, biochemical assay; response scale: 100% = response to 6.5 mM cAMP; Potency, µM (titrated, usually from 154 µM), without a hit: top-dose activation, hits mostly activators; 360,000 compounds, 0.073% hits; further: potency means the concentration at half of the fitted maximal effect; nearly all actives have a fitted effect of over 60% in size
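Normalized to 6.5 mM cAMP, activity reflects EPAC1-catalysed release of BODIPY-GDP from Rap1B, followed kinetically over 30 min at 480 nm excitation, 540 nm emission. Reaction contained 100 nM EPAC1, 250 nM Rap1B-BODIPY-GDP, 50 uM GDP.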
Mm-Cpn inhibitor – M. maripaludis TRiC chaperonin inhibition; purified Mm-Cpn ATPase, ADP Transcreener TR-FRET; Potency, µM (series often up to 76.9 µM), without a hit: at the top dose activity, negative = inhibition, hits mostly inhibitors; 330,000 compounds, 0.031% hits; AID 504842; further: potency means the concentration at half of the fitted maximal effect; on the % scale 0 is the no-effect control and ±100 the full control effect; nearly all actives have a fitted effect of over 80% in size
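ATPase turnover read by TR-FRET ADP competition (Eu cryptate antibody/ADP-d2, 665/590 nm): 10uM ATP final, 25nM Mm-CPN final, 30 min 37degC after 10-min compound preincubation, pH 7.4 Tris/KCl/MgCl2/DTT buffer.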
Starred values were filed as active, the others as inactive; ? = inconclusive; / = no result given; [ ] = another dose, or the depositor's remark. Unless noted, the call rests on the fitted dose curve; in most records, active means well fitted curve in the direction sought with a large enough effect; inconclusive means small, poorly fitted or top-dose-only effect, or another doubt; inactive means no such curve, though single readings can be large; an effect the other way counts as inactive or inconclusive. These rows are one share of the data; count on the stated rates, not on these rows.

Results follow in this order: CCT modulator	PI5P4K alpha inh	PLK1 PBD block	WRN helicase inh	EPAC1 antagonist	EPAC2 antagonist	Mm-Cpn inhibitor	EPAC1 ag
- COc1ccc(C(=O)Nc2cccc(C(=O)N3CCCC3)c2)cc1
→ -3.6	/	-1%	2%	17%	8%	4%	1%
- CCCC(=O)Nc1ccc(-c2nc3cc(C)c(C)cc3o2)c(O)c1
→ 1.6	0	1%	-2%	-2%	8%	0%	-3%
- Cc1ccc(NC(=O)COc2cccc3ccccc23)c(O)c1
→ -2.0	6	-14%	-6%	-3%	2%	?	8%
- COc1ccc2oc(=O)c(-c3ccccc3C(=O)N3CCOCC3)cc2c1
→ 0.3	-6	-16%	-1%	12%	13%	-2%	4%
- CCCN(CCC)C(=O)c1ccc2c(=O)n(Cc3ccco3)c(=S)[nH]c2c1
→ -0.4	6	-9%	-9%	-28%	-17%	-1%	3%
- COC(=O)c1c(N=CN(C)C)c(C#N)c2n1CCCC2
→ -0.9	/	0%	2%	6%	3%	0%	2%
- CCCCc1cc2c(s1)CCCC/C2=N/O
→ -0.3	16	-1%	-2%	-8%	-17%	-2%	9%
- Cc1cccc(Cc2cnc(N3C(=N)SC(c4ccccc4)C3=O)s2)c1 (configuration not stated)
→ 0.3	-55*	-3%	-34%	?	7%	-3%	-8%
- CSCC[C@H](NC(=O)Cc1c(C)c2c(cc(C)c3c(C)coc32)oc1=O)C(=O)O
→ 0.1	0	-12%	-9%	5%	-4%	-4%	9%
- Cc1cc(NC(=O)COC(=O)C2CC(=O)N(c3ccc(Cl)cc3)C2)no1 (configuration not stated)
→ 0.8	-1	-4%	-4%	1%	-1%	1%	-1%
- Cn1c(SCc2ccccc2Cl)nc2c1c(=O)[nH]c(=O)n2C
→ 0.3	-1	-8%	2%	-13%	0%	-1%	-1%
- CCNc1c(NC(C)=O)c(=O)oc2ccccc12
→ -3.7	2	-11%	-4%	12%	-3%	0%	2%
- O=C(NNC(=O)c1cccnc1)Nc1cccc2ccccc12
→ 4.5	8	-20%	5%	-6%	9%	-1%	-8%
- CC(=O)c1ccc(-c2ccc(C(=O)NCC(c3ccco3)N(C)C)o2)cc1 (configuration not stated)
→ -0.4	-3	-9%	-2%	-6%	-7%	0%	2%
- NC(N)=Nc1nc2cc([N+](=O)[O-])ccc2o1
→ 2.1	-9	7%	4%	5%	3%	0%	-2%
- O=C(CN1CCN(Cc2ccc3c(c2)OCO3)CC1)Nc1ccc2c(c1)OCCO2
→ -0.3	-1	-7%	-23%	5%	3%	-1%	-10%
- N#CCc1ccnc2ccccc12
→ -0.8	1	-7%	12%	-1%	10%	/	-6%
- CNC(=O)c1c(C)nn(-c2ccc(F)c(Cl)c2)c1-c1cc(C)on1
→ -7.2	-8	-7%	5%	-3%	-2%	-3%	8%
- COc1cc(/C=C/C(=O)N2CC(C)OC(C)C2)cc(OC)c1OC (configuration not stated)
→ 2.8	-2	-8%	-27%	3%	4%	0%	0%
- CC(=O)NC(c1ccc(Cl)cc1Cl)c1ccc2cccnc2c1O (configuration not stated)
→ -17	-19	0%	-7%	?	20µM*	-2%	-10%
- O=C(COC(=O)COc1ccccc1)Nc1cccnc1Cl
→ 0.0	-7	-3%	-18%	-9%	6%	-1%	-12%
- COc1ccc(Cc2nnc(NC(=O)c3ccccc3F)s2)cc1
→ -1.3	-8	-28%	-6%	-1%	-2%	0%	4%
- O=C(O)CC12CC3CC(C1)CC(n1ncc(N4CCC5(CC4)OCCO5)c(Cl)c1=O)(C3)C2
→ 1.6	-2	4%	3%	20%	9%	1%	-6%
- COc1ccc(NS(=O)(=O)c2cc(N=Nc3c(O)[nH]c(=O)[nH]c3=O)ccc2OC)cc1Br
→ 0.8	-21	-6%	-17%	-6%	-15%	/	-12%
- Cc1ccc(NC(=O)CC2=NC(=O)C(CC(=O)Nc3ccccc3C)S2)cc1 (configuration not stated)
→ -1.4	-7	-9%	2%	-1%	14%	-7%	-7%
- CN1CCN(C(=O)c2ccccc2N(Cc2ccccc2)S(C)(=O)=O)CC1
→ 1.2	9	1%	-14%	-2%	7%	-1%	-1%
- O=C(CNS(=O)(=O)c1ccc(Br)cc1)NCc1cccnc1
→ -4.5	-3	-2%	-9%	-12%	15%	-1%	16%
- CC(C)CC(C(=O)Oc1ccc2c3c(c(=O)oc2c1)CCC3)N1C(=O)c2ccccc2C1=O (configuration not stated)
→ 0.0	0	-6%	5%	-27%	-3%	0%	6%
- Cc1ccccc1NC(=S)NC1(C)CCS(=O)(=O)C1 (configuration not stated)
→ -0.3	5	-12%	5%	2%	-1%	0%	7%
- CN(C)S(=O)(=O)c1ccc(Cl)c(NC(=O)COC(=O)C2CCCO2)c1 (configuration not stated)
→ -1.3	-1	-10%	-1%	14%	1%	-13%	-9%
- COC(=O)c1sc(-c2ccc(C(C)(C)C)cc2)cc1NC(=O)CCC(=O)O
→ -4.7	20	?	6%	-28%	-1%	-20%	-25%
- CCC(=O)NC(=S)Nc1ccc(NC(=O)COc2ccc([N+](=O)[O-])cc2)cc1
→ 1.5	3	-10%	16%	-7%	0%	-7%	-4%
- Cc1ccc(NC(=O)C(C)SCC(=O)Nc2ccc(F)cc2)cc1S(=O)(=O)N1CCOCC1 (configuration not stated)
→ -0.2	-2	-3%	-1%	5%	12%	-1%	-11%
- Cc1ccccc1NC(=O)CCN1CCN(Cc2ccccc2)CC1
→ 0.5	/	-4%	8%	7%	18%	1%	4%
- Cc1noc(C)c1C(=O)Nc1ccc(S(=O)(=O)N2CCCCC2)cc1
→ -1.0	-11	0%	-12%	-6%	5%	0%	-2%
- CCN(CC)S(=O)(=O)c1ccc(C(=O)Nc2cccc(C)c2)cc1
→ 2.9	/	0%	-25%	-17%	1%	-1%	12%
- O=C(NC(=S)Nc1ccc(CN2CCCCC2)cc1)c1cc2ccccc2o1
→ 1.6	2	-7%	-2%	-7%	18%	-8%	-14%
- CC(=O)NC(=S)Nc1ccc(S(=O)(=O)Nc2nc(C)cc(C)n2)cc1
→ 1.1	9	-17%	-4%[57.1 µM]	-11%	-4%	0%	3%
- CC(=O)Nc1ccc(S(=O)(=O)N2CCN(c3cccc(C)c3C)CC2)cc1
→ -6.8	-2	-8%	-10%	6%	-24%	-1%	-4%
- COc1cccc(C2C(C(=O)/C=C/c3ccco3)=C(O)C(=O)N2CCN2CCOCC2)c1 (configuration not stated)
→ 1.3	-5	-6%	-10%[57.1 µM]	-23%	4%	-1%	4%
- Cn1cnc([N+](=O)[O-])c1SCC(O)CCl (configuration not stated)
→ -1.5	12	-5%	-8%	-17%	3%	0%	11%
- CCN1C(=O)[C@H]2[C@@H](c3ccc(-c4cccc(Cl)c4)c(OC)c3)N[C@@](CC(C)C)(C(=O)OC)[C@H]2C1=O
→ -0.6	0	-9%	-6%	-25%	3%	-3%	1%
- CC(C)(C)CN1CCC(Oc2cccc(C(=O)N3CCNC(=O)C3(C)C)c2)CC1
→ -4.9	3	-10%	3%	-4%	-9%	1%	-24%
- COc1ccccc1C1/C(=C(/O)c2ccc(Cl)cc2)C(=O)C(=O)N1CCN1CCOCC1 (configuration not stated)
→ 3.3	5	-10%	-17%	-26%	-1%	-2%	2%
- Cn1c(NCCOc2ccccc2Cl)nc2cc(-c3ccc(F)cc3)sc2c1=O
→ 1.4	7	-5%	-5%	-5%	0%	/	6%
- CCN(CC)C(=O)Oc1ccnc2cc(Cl)ccc12
→ 1.3	0	-9%	-1%	-28%	5%	2%	10%
- COc1ccccc1NC(=O)CSc1nnc(Cn2cnc3ccccc32)n1C
→ 0.7	0	0%	-8%	0%	-3%	1%	0%
- CCn1nc(C(=O)Nc2cccc3ccccc23)c(Cl)c1Cl
→ 2.2	-2	-8%	3%	4%	2%	1%	15%

11 structures from above, sorted by heavy-atom count, low to high:
Results follow in this order: CCT modulator	PI5P4K alpha inh	PLK1 PBD block	WRN helicase inh	EPAC1 antagonist	EPAC2 antagonist	Mm-Cpn inhibitor	EPAC1 ag
- Cn1cnc([N+](=O)[O-])c1SCC(O)CCl (configuration not stated)
→ -1.5	12	-5%	-8%	-17%	3%	0%	11%
- CCN(CC)C(=O)Oc1ccnc2cc(Cl)ccc12
→ 1.3	0	-9%	-1%	-28%	5%	2%	10%
- CCn1nc(C(=O)Nc2cccc3ccccc23)c(Cl)c1Cl
→ 2.2	-2	-8%	3%	4%	2%	1%	15%
- CCN(CC)S(=O)(=O)c1ccc(C(=O)Nc2cccc(C)c2)cc1
→ 2.9	/	0%	-25%	-17%	1%	-1%	12%
- CC(=O)NC(=S)Nc1ccc(S(=O)(=O)Nc2nc(C)cc(C)n2)cc1
→ 1.1	9	-17%	-4%[57.1 µM]	-11%	-4%	0%	3%
- CC(=O)Nc1ccc(S(=O)(=O)N2CCN(c3cccc(C)c3C)CC2)cc1
→ -6.8	-2	-8%	-10%	6%	-24%	-1%	-4%
- CCC(=O)NC(=S)Nc1ccc(NC(=O)COc2ccc([N+](=O)[O-])cc2)cc1
→ 1.5	3	-10%	16%	-7%	0%	-7%	-4%
- COc1ccccc1NC(=O)CSc1nnc(Cn2cnc3ccccc32)n1C
→ 0.7	0	0%	-8%	0%	-3%	1%	0%
- COc1cccc(C2C(C(=O)/C=C/c3ccco3)=C(O)C(=O)N2CCN2CCOCC2)c1 (configuration not stated)
→ 1.3	-5	-6%	-10%[57.1 µM]	-23%	4%	-1%	4%
- Cc1ccc(NC(=O)C(C)SCC(=O)Nc2ccc(F)cc2)cc1S(=O)(=O)N1CCOCC1 (configuration not stated)
→ -0.2	-2	-3%	-1%	5%	12%	-1%	-11%
- CCN1C(=O)[C@H]2[C@@H](c3ccc(-c4cccc(Cl)c4)c(OC)c3)N[C@@](CC(C)C)(C(=O)OC)[C@H]2C1=O
→ -0.6	0	-9%	-6%	-25%	3%	-3%	1%
